Screens from PubChem BioAssay.
hIAP activ – human IAP activators, primary screen, biochemical, luminescence, uHTS | purified human IAP, CDP-Star luminescence, 30 min; hits give high values; 1 = vehicle-only enzyme, 0 = enzyme-free background | activation factor at 10 µM | 330,000 tested, 0.16% active;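 active means activation factor of the enzyme at least 2-fold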; further: the source names both 10 and 20 µM as test concentration; values of inactives mirror those of a sister screen read the other way
MPTP inh – mitochondrial permeability transition pore inhibitors, primary screen, biochemical, isolated mouse mitochondria, absorbance; Ca2+ swelling absorbance, 30 min; inhibition, % at 10 µM; 360,000 tested, 1.4% active;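 active means inhibition of 50% or more, scaled per plate between neutral and stimulator controls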;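 further: 0% = DMSO wells given calcium and 100% = 1 mM EGTA wells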
hIAP inh – human IAP inhibitors, primary screen, biochemical, luminescence, uHTS | purified IAP, CDP-Star luminescence, 30 min | inhibition, % at 10 µM | 330,000 tested, 0.12% active | AID 2544, 2010;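 active means inhibition reaching a set limit with compound at 10 µM in the primary screen, cut at about 35% in these data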;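 further: plate controls were DMSO wells with enzyme for no effect and no-enzyme buffer wells for full effect; values of inactives mirror those of a sister screen read the other way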
mIAP activ – activators of mouse IAP, primary screen, biochemical, luminescence, uHTS. intestinal alkaline phosphatase [Mus musculus]. muIAP, CDP-Star luminescence, 30 min; hits give high values; 1 = vehicle-only enzyme signal, 0 = enzyme-free wells. activation factor at 10 µM. 330,000 tested, 0.24% active. AID 2805, 2010;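 active means activation factor of at least 2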; further: the source names both 10 and 20 µM as test concentration; values of inactives mirror those of a sister screen read the other way
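Assay system: mouse IAP enzyme; reagent: chemiluminescent substrate CDP-Star; dosing: test compounds delivered from DMSO solution; schedule: 30 min at room temperature; measured by: luminescence from enzymatic CDP-Star hydrolysis; controls: DMSO-only wells and no-enzyme negative control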
A3A deaminase – APOBEC3A ssDNA deaminase inhibitors, primary screen, selectivity assay for APOBEC3G inhibitor project, biochemical, FAM/TAMRA oligo cleavage fluorescence. 330,000 tested, 0.41% active. inhibition, % at 20 µM. recombinant A3A, FAM/TAMRA ssDNA deamination fluorescence. AID 493011, 2011;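 active means at least 40% inhibition at 20 µM here, with at most 30% in a related deaminase screen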;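 further: plate controls were A3A with DMSO for no effect and wells lacking A3A enzyme for full effect; some results filed as inactive read as strong as hits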
Target sequence (P31941 whole entry, looked up): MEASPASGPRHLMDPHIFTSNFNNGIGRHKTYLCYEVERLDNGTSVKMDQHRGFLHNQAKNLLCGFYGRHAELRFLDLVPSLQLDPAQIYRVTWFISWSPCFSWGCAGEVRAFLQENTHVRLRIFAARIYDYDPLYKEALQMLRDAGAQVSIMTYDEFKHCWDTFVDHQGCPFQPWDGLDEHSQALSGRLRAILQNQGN
ATG4B inh – ATG4B protease inhibitors, primary screen, biochemical, fluorescence, uHTS | AID 504462, 2011 | inhibition, % at 8.33 µM | Cysteine protease ATG4B (Homo sapiens), Q9Y4P1 | ATG4B cleavage of LC3-PLA2, NBD-HPC fluorescence, 1 h | 340,000 tested, 0.51% active; in the data active means inhibition above about 40%
Target sequence (Q9Y4P1 whole entry, looked up): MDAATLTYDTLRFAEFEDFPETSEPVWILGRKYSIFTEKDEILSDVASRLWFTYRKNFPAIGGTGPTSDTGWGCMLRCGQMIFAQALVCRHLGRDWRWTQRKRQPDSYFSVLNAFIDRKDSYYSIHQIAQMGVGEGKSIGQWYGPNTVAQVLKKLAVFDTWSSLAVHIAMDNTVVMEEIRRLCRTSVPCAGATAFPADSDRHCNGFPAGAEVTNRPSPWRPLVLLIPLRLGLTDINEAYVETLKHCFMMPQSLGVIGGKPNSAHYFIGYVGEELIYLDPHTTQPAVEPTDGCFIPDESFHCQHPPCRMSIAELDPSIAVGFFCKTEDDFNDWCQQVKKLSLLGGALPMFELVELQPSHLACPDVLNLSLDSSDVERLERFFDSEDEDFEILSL
MIN6 prolif – inducers of MIN6 beta-cell proliferation, primary screen, ATP luminescence, uHTS | MIN6 cells proliferation, ATPlite luminescence, 48 h; cells starved in 0.2% serum; 100% = growth in 10% serum | proliferation, % at 10 µM | 330,000 tested, 0.29% active | AID 2380, 2010;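 active means compounds whose signal lies at least 3.5 SD above the mean of all wells on their plate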;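 further: 0% = DMSO-treated cells in low-serum medium and 100% = 10% serum control; some compounds called inactive have numbers as strong as hits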
APOBEC3G inh – APOBEC3G DNA deaminase inhibitors, primary screen, biochemical, fluorescence, single-stranded DNA substrate, uHTS; DNA dC->dU-editing enzyme APOBEC-3G (Homo sapiens), Q9HC16; recombinant A3G, ssDNA deamination FAM/TAMRA fluorescence; inhibition, % at 20 µM; 330,000 tested, 0.28% active; AID 493012, 2011;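 active means inhibition of at least 40% at 20 µM, with no more than 30% in the related APOBEC3A deaminase screen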;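 further: plate controls were DMSO wells with A3G for no effect and wells lacking A3G enzyme for full effect; some compounds called inactive have numbers as strong as hits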
Target sequence (Q9HC16 whole entry, looked up): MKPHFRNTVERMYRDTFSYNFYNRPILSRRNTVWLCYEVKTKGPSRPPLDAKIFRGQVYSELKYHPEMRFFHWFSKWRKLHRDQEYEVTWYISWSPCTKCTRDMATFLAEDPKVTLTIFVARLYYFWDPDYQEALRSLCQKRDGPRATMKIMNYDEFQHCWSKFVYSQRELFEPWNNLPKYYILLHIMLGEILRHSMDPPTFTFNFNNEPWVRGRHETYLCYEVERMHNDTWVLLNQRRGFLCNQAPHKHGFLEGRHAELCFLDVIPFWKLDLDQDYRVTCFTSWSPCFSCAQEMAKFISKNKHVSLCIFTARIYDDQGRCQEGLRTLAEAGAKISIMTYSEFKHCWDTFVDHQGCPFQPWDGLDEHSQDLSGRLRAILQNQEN
mIAP block – inhibitors of mouse IAP, primary screen, biochemical, luminescence, uHTS | intestinal alkaline phosphatase [Mus musculus] | purified mouse IAP, CDP-Star luminescence, 30 min | inhibition, % at 10 µM | 330,000 tested, 0.2% active | AID 2806, 2010;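 active means inhibition of at least 40% at 10 µM in the primary screen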;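 further: plate controls were DMSO with enzyme for no effect and no enzyme wells for full effect; values of inactives mirror those of a sister screen read the other way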
* = called active by the depositor.

SMILES	hIAP activ	MPTP inh	hIAP inh	mIAP activ	A3A deaminase	ATG4B inh	MIN6 prolif	APOBEC3G inh	mIAP block
COC(=O)CCCC1=CC2=C(c3ccccc3)C(=O)C(C)(OC(=O)C3CCCC3)C(=O)C2=CN1c1ccccc1 (stereo not drawn)	1	0.1	-4	1	-1	-1	-7	-7	-4
[O-][n+]1ccccc1SCc1ccccc1	0.97	-0.5	2	1.1	-3	-3	-1	-12	-10
Cc1onc(-c2c(Cl)cccc2Cl)c1C(=O)NC1C(=O)N2C1SC(C)(C)C2C(=O)O (stereo not drawn)	0.98	-0.8	2	0.96	1	-3	-2	-3	4
O=C(CNc1cccc(S(=O)(=O)N2CCOCC2)c1)Nc1ccccc1F	1.2	-1.2	-21	0.99	-3	-2	-2	-4	1
CCOC(=O)C1(Cc2cccc(OC)c2)CCN(Cc2cc(OC)ccc2OC)CC1	0.96	7.9	4	1	1	1	-3	-1	-3
CCOc1ccccc1C1C(C#N)=C(N)SC(N)=C1C#N	1	-1.6	-2	1	0	4	-1	7	-2
CN(C)c1ccc(N2C(=NC(=O)COc3ccccc3)SC3CS(=O)(=O)CC32)cc1 (stereo not drawn)	1.1	0.1	-14	1	-1	1	-2	28	0
CC1CCN(C(=O)c2ncn(Cc3ccccc3)c2C(=O)N2CCC(C)CC2)CC1	0.96	-0.6	4	1	1	-2	4	-6	-3
O=C(NCCO)c1scc2c1OCCO2	0.88	-1.0	12	0.96	-4	-7	-1	-4	4
Cc1nn(C)cc1/C=N/NC(=O)C(C)(C)Oc1ccc(Cl)cc1	1.1	-1.0	-9	1	-1	5	-2	-7	-2
COC(=O)c1ccccc1S(=O)(=O)NCc1nc2nc(C)cc(C)n2n1	0.95	-0.6	5	0.93	-2	2	0	-5	7
O=C(Cn1nc(C(=O)O)c2ccccc2c1=O)Nc1cc(C(F)(F)F)ccc1-n1cncn1	0.97	-0.7	3	0.99	-6	-1	2	-10	1
Cc1nc2scc(C)n2c(=O)c1S(=O)(=O)NCc1ccc(F)cc1	0.9	-0.2	10	1	-3	-6	1	-1	-1
O=C(Nc1ccccc1N1CCCC1)c1cccc(F)c1	0.93	-0.8	7	0.97	-7	6	-2	-8	3
Nc1ncc([N+](=O)[O-])c(N2CCCCCC2)n1	1	0.0	0	1	-2	-3	2	-6	-3
COc1ccc(/C=C/C(=O)N(C(C)C)C(C)C)cc1Br	0.93	-1.2	7	1	-3	4	0	-7	-1
O=C(Nc1ccc2c(c1)OCCO2)c1ccc(Cl)c([N+](=O)[O-])c1	1.1	2.0	-7	0.93	-2	-1	0	-4	7
CCCCCn1nnc2c(=O)oc3ccccc3c21	0.91	-0.4	9	0.99	-4	-1	-5	-8	1
Nc1cccc(-c2cnc3ccccc3n2)c1	0.89	-2.6	11	1.1	5	0	-3	1	-10
COc1ccc2cc3c(N)nn(C(=O)c4ccccc4[N+](=O)[O-])c3nc2c1	0.91	2.0	9	1	-3	-7	0	-7	-3
COc1ccccc1C1(O)CCN(CC(=O)Nc2nc(-c3ccccc3)cs2)CC1	1.2	-2.1	-20	1	5	-7	-2	-9	-2
CN(C)S(=O)(=O)c1ccc(C(=O)NCC(C)(C)CN=C2NS(=O)(=O)c3ccccc32)cc1	1	-0.5	-3	1	0	-9	-2	-6	-3
COC(c1ccc(Cl)cc1)(c1ccc(Cl)cc1)C(Oc1nccc(C)n1)C(=O)O (stereo not drawn)	1.4	0.2	-42	0.88	-8	4	-1	-5	12
COc1ccc(N2CCN(C(CNS(=O)(=O)c3ccc4c(c3)OCCO4)c3ccco3)CC2)cc1 (stereo not drawn)	1.3	1.5	-26	1.1	0	2	3	-3	-6

As entered above:
Cc1nc2scc(C)n2c(=O)c1S(=O)(=O)NCc1ccc(F)cc1 @ hIAP inh = 10
CCCCCn1nnc2c(=O)oc3ccccc3c21 @ A3A deaminase = -4
O=C(Nc1ccccc1N1CCCC1)c1cccc(F)c1 @ hIAP inh = 7
O=C(Nc1ccc2c(c1)OCCO2)c1ccc(Cl)c([N+](=O)[O-])c1 @ hIAP activ = 1.1

(continued)
SMILES	hIAP activ	MPTP inh	hIAP inh	mIAP activ	A3A deaminase	ATG4B inh	MIN6 prolif	APOBEC3G inh	mIAP block
CCOP(=O)(OCC)/C(=N/OC(=O)c1cccc([N+](=O)[O-])c1)C(N)=O	1.1	0.6	-13	1.1	-1	3	-1	-2	-8
Cc1cc(C(=O)Nc2ccccc2)c(C)o1	1	-5.2	-4	0.94	-4	-1	0	3	6
Nc1nonc1C(=O)NCCNS(=O)(=O)c1ccc(F)cc1	1	-0.3	-4	0.98	-3	0	-1	-12	2
COc1ccc(NC(=O)CSc2nc3c([nH]c4ccccc43)c(=O)n2C)cc1	0.94	-0.2	6	1	-1	-7	3	-2	-2
C#CC[N+](C)(C)CCCCCCCC	1.2	1.6	-18	0.99	-1	-4	-1	-2	1
COc1ccc(C(=O)N2c3ccccc3CC2C)cc1OC (stereo not drawn)	0.91	3.0	9	1	-3	3	-1	-4	0
Cc1sc(NC(=O)CSc2ncn(-c3ccccc3)n2)nc1-c1ccccc1	1.1	0.3	-6	1.1	-3	-2	-3	-9	-8
O=C(O)c1cnc2ccccc2n1	1.1	-1.5	-13	0.92	-2	4	-2	25	8
COc1cccc(NS(=O)(=O)NC(=O)c2cn(C)c3ccccc23)c1	1.2	-1.4	-21	1	-4	1	1	-4	0
O=C(Nc1ccnn1C1CCN(C(=O)c2ccc(F)c(Cl)c2)CC1)C1CC1	0.88	-1.8	12	0.97	-2	3	-1	0	2
CCc1cc(C(=O)NN2C(=O)NC3(CCCCC3)C2=O)sc1C	1.1	0.0	-12	0.99	-3	6	0	-4	1
Cc1noc(C)c1S(=O)(=O)N1CCN(c2ccccc2Cl)CC1	1.1	-1.1	-13	0.99	0	27	-1	-7	1
Cc1c(C(=O)OCC(=O)Nc2ccccc2OC(F)F)cccc1[N+](=O)[O-]	1	2.1	-4	1.1	1	11	5	3	-8
Cc1ccc(NC(=S)Nc2cccc3ccccc23)cc1F	1.1	64*	-10	1.2	-5	3	-7	6	-19
c1ccc(CSc2ncnc3c2oc2ccccc23)cc1	0.96	2.8	4	1	3	8	0	1	0
CCOC(=O)c1ccccc1NC(=O)CSC(C)C(=O)Nc1cc(C)on1 (stereo not drawn)	1	-0.3	-1	0.97	0	4	-1	-3	3
CCn1c(CC(=O)Nc2ccc(C)cc2)nnc1SCC(=O)NCCc1ccccc1	1.1	-0.8	-14	1.1	0	-2	-3	0	-8
Cc1ccc(NC(=O)ON=C2CCCC2)cc1	0.85	-5.1	15	1	2	-3	-3	0	-4
Cc1oc(-c2ccc3c(c2)OCCO3)cc1C(=O)NC(Cc1ccccc1)C(=O)O (stereo not drawn)	1	-5.7	0	0.93	2	9	1	-4	8
NC1=NC(=O)S/C1=C\c1ccc(O)cc1	0.82	2.7	18	0.91	7	4	-3	2	9
CC(C)(C)c1ccc(CN(Cc2ccco2)Cc2nnnn2C2CCCC2)cc1	1	2.1	-3	1.1	0	-2	-6	1	-10
O=c1[nH]c(SCc2cccc(Cl)c2)nc2[nH]ncc12	0.99	3.1	1	0.99	-2	-6	-2	-1	1
COc1cc([N+](=O)[O-])ccc1NC(=O)Nc1cccnc1	0.7	2.0	30	0.99	1	-1	-3	0	1
Cc1ccc(C(=O)OCC(=O)NC2CCCCCC2)c(C)c1	1.1	0.6	-8	0.99	1	13	-2	-8	1

2 compounds drawn at random from those above:
SMILES	hIAP activ	MPTP inh	hIAP inh	mIAP activ	A3A deaminase	ATG4B inh	MIN6 prolif	APOBEC3G inh	mIAP block
c1ccc(CSc2ncnc3c2oc2ccccc23)cc1	0.96	2.8	4	1	3	8	0	1	0
CC(C)(C)c1ccc(CN(Cc2ccco2)Cc2nnnn2C2CCCC2)cc1	1	2.1	-3	1.1	0	-2	-6	1	-10

Further compounds:
SMILES	hIAP activ	MPTP inh	hIAP inh	mIAP activ	A3A deaminase	ATG4B inh	MIN6 prolif	APOBEC3G inh	mIAP block
Cc1c(C(=O)Nc2ccc(Cl)cc2)c2ccccn2c1C(=O)c1ccc(F)cc1	1	21	-3	0.85	0	-3	-3	-3	15
CCN(CC)C(=O)c1cc(Cl)ccn1	0.96	-1.3	4	0.97	2	-15	1	-2	3
CC(Cl)C(=O)Nc1cc(C(F)(F)F)ccc1N1CCOCC1 (stereo not drawn)	1	5.0	-3	0.95	1	-4	-3	-9	5
COc1ccc(CC(C(=O)Nc2ccc(OC)cc2)c2nn[nH]n2)cc1 (stereo not drawn)	1.2	-0.1	-16	0.97	-4	4	-4	-2	3
Cc1onc(-c2ccccc2)c1C(=O)NC(=S)Nc1sc2c(c1C#N)CCC(C)C2 (stereo not drawn)	1	31	-2	0.76	-3	1	-6	-4	24
O=c1[nH]c2ccccc2n1CCCN1CCCCC1	1.1	-1.4	-13	1	7	8	2	-1	0
Cc1cccc(Oc2ccc3c(c2)cc(C(=O)O)n3C)c1	0.89	0.9	11	1	-8	0	-1	-5	-2
Cc1cccc(C)c1-n1c(C)nn(CC#N)c1=O	1.1	-1.0	-10	1	-1	0	0	-1	-4
COc1ccc(CC(=O)NCc2nnc(SCc3ccc(C)cc3)n2C)cc1	1.1	1.2	-12	0.99	-2	10	-2	-10	1
CC(C)OCCCNc1ncc2c(n1)CC(c1ccccc1)CC2=O (stereo not drawn)	0.81	1.7	19	0.96	-1	-3	-1	-2	4
COc1cc(/C=N/NC(=O)Cn2nc([N+](=O)[O-])cc2C)cc(Br)c1OCc1ccccc1	1.1	3.4	-7	0.91	2	-17	-3	0	9

Some of these compounds in order of molar mass, descending:
SMILES	hIAP activ	MPTP inh	hIAP inh	mIAP activ	A3A deaminase	ATG4B inh	MIN6 prolif	APOBEC3G inh	mIAP block
COc1cc(/C=N/NC(=O)Cn2nc([N+](=O)[O-])cc2C)cc(Br)c1OCc1ccccc1	1.1	3.4	-7	0.91	2	-17	-3	0	9
Cc1onc(-c2ccccc2)c1C(=O)NC(=S)Nc1sc2c(c1C#N)CCC(C)C2 (stereo not drawn)	1	31	-2	0.76	-3	1	-6	-4	24
CC(C)OCCCNc1ncc2c(n1)CC(c1ccccc1)CC2=O (stereo not drawn)	0.81	1.7	19	0.96	-1	-3	-1	-2	4

For reference, some entries already given.
SMILES	hIAP activ	MPTP inh	hIAP inh	mIAP activ	A3A deaminase	ATG4B inh	MIN6 prolif	APOBEC3G inh	mIAP block
Cc1c(C(=O)Nc2ccc(Cl)cc2)c2ccccn2c1C(=O)c1ccc(F)cc1	1	21	-3	0.85	0	-3	-3	-3	15
CCN(CC)C(=O)c1cc(Cl)ccn1	0.96	-1.3	4	0.97	2	-15	1	-2	3
CC(Cl)C(=O)Nc1cc(C(F)(F)F)ccc1N1CCOCC1 (stereo not drawn)	1	5.0	-3	0.95	1	-4	-3	-9	5
